# Compound activity as filed in PubChem BioAssay.
# H9c2 TAG inh = inhibitors of triacylglycerol accumulation. H9c2 cells, Nile Red lipid (TAG) fluorescence; cells loaded with 200 µM oleic acid. inhibition, % at 12.5 µM. 230,000 tested, 0.66% active. AID 651582;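 active = pattern-corrected inhibition of lipid staining of at least 50% with the nuclear-stain viability signal not falling by more than 50%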;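 note: 0% = DMSO wells and 100% = triacsin C control wells; some results filed as inactive read as strong as hits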
# H9c2 TAG inh DAPI viability = also measured in H9c2 TAG inh; calls as there; DAPI nuclei signal change (viability), lower = more cytotoxic, %;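 whole-well DAPI fluorescence read on a plate reader as a viability signal; minus 50 percent equals half of cells still viable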
# Numbers without * were called inactive. These rows are one share of the data; count on the stated rates, not on these rows.
SMILES,H9c2 TAG inh,H9c2 TAG inh DAPI viability
O=c1cc(CSc2ccc(Cl)cc2)nc(N2CCOCC2)[nH]1,8.4,7.4
COCCNC(=O)C(c1ccco1)N(C(=O)Cn1nnc2ccccc21)c1ccc(C)cc1C (stereo not given),2.9,-8.3
COc1ccc(-c2c(C#Cc3ccsc3)c3cc(-c4ccc(OC)nc4)ccc3n2C)cc1,29.1,127.0
Cn1c(=O)c2[nH]c(N3CCN(c4ccccc4)CC3)nc2n(C)c1=O,20.8,-9.1
CN1CCCC(C(=O)Nc2cccc(Cl)c2)CC1 (stereo not given),71.9,-66.6
CC1CCCCN1C(=O)COC(=O)CNC(=O)c1sc2ccccc2c1Cl (stereo not given),1.4,5.5
Cc1ccc(NCC(=O)Nc2ccc(Br)cc2)cc1C,24.2,3.0
COc1ccc(C(CNS(=O)(=O)c2ccc(F)cc2)N2CCN(C)CC2)cc1 (stereo not given),-4.1,5.7
Cc1ccc(-c2nc3c4ccccc4ccn3c2Cc2ccccc2)cc1,-16.3,11.5
COc1ccc(NC(=O)CSc2ccc(-c3cccnc3)nn2)cc1,1.7,5.5
CCn1c(NCc2ccco2)nc2ccccc21,-0.4,-6.9
CC(NS(=O)(=O)c1cccc(C(=O)N(C)Cc2ccc(N3CCOCC3)cc2)c1)c1ccccc1 (stereo not given),14.7,-9.5
Cc1nc(SC(C)C(=O)Nc2c(C)n(C)n(-c3ccccc3)c2=O)nc(C)c1C (stereo not given),-25.4,-1.3
COc1ccc(CNC(=O)C2(CC3CC(c4ccccc4)=NO3)CCN(C(=O)Cc3ccc(F)cc3)CC2)cc1 (stereo not given),-0.3,1.6
COc1ccc(CN2CCN(C3CCC3)CC2CCO)c(F)c1 (stereo not given),0.5,0.8

# One compound at a time, from the list above. Screens in order: H9c2 TAG inh	H9c2 TAG inh DAPI viability
# CN1CCCC(C(=O)Nc2cccc(Cl)c2)CC1 (stereo not given) across the screens: 71.9	-66.6
# CC(NS(=O)(=O)c1cccc(C(=O)N(C)Cc2ccc(N3CCOCC3)cc2)c1)c1ccccc1 (stereo not given) across the screens: 14.7	-9.5

# Further results
SMILES,H9c2 TAG inh,H9c2 TAG inh DAPI viability
CSc1nncn1/N=C/c1ccc([N+](=O)[O-])cc1,-0.1,-0.3
S=c1[nH]c(-c2ccccc2)cn1/N=C/c1cccnc1,-15.7,5.4
Cc1ccc(C(C)C)c(OCC(=O)Nn2c(C)nc3ccccc3c2=O)c1,-11.0,6.0
CN(C)c1nc2ncn(Cc3ccccc3)c2c(=O)[nH]1,-3.1,3.7
COc1cccc(CC(=O)Nc2ccc(S(=O)(=O)Nc3nc(C)cc(C)n3)cc2)c1,-0.3,4.7
O=C(CCl)NCc1cc(-c2ccc(Cl)cc2)no1,29.2,-26.5
Cc1cc(C(=O)COC(=O)C2CC2)c(C)n1-c1ccc(F)cc1,0.7,5.2
O=C(NCCc1c[nH]c2ccccc12)c1cc2sccc2n1Cc1ccccc1,40.7,-2.5
C/C(=N\OCC(=O)N/N=C/c1ccc(C)cc1O)c1cccs1,-18.8,4.6
S=c1[nH]nc(Cn2nnc3ccccc32)n1-c1ccccc1,4.3,1.4
Cc1ccc(C(=O)C[n+]2ccc3ccccc3c2)cc1,-1.2,9.5
Cc1ccc(-n2cc(C(=O)c3ccc(F)cc3)nn2)cc1Cl,3.3,5.2
C=CCC(=O)N1CCCC(CCC(=O)NCc2ccccc2F)C1 (stereo not given),-1.1,4.3
O=C(NCc1cccc(F)c1F)C1CCC(=O)N(C2CCCCCC2)C1 (stereo not given),21.0,-15.7
CC(=O)N1CCN(c2ccc(NCc3ccc4c(c3)OCO4)cc2)CC1,-0.4,-13.9
COc1ccc(OCC(=O)OCC(=O)NCc2ccc(F)cc2)cc1,3.5,5.8
C[C@@H]1CN([C@H](C)CO)C(=O)CCCn2nncc2CO[C@H]1CN(C)Cc1ccc2c(c1)OCCO2,-0.1,-9.3
Cc1ccc2scc(CN3CCCC3)c2c1,5.1,-0.2
O=[N+]([O-])c1ccccc1N=Nc1ccc(O)cc1O,9.6,-1.3
Cc1cc(=O)cc(C)n1-c1ccc(Br)cc1,5.5,-9.6
COc1cccc2c(Nc3ccccc3C)cc(C)nc12,-3.0,11.9
COC(=O)c1ccc(COc2ccccc2/C=N/NC(=O)c2cccnc2)cc1,-10.0,-9.8
CCn1c(SCC(N)=O)nnc1-c1ccc(S(=O)(=O)N2CCN(C)CC2)cc1,0.1,9.3
CN(C)c1ccc(-c2ccnc3c2CC(C)(C(=O)Nc2cccc(N(C)C)c2)O3)cc1 (stereo not given),17.2,5.7
Cc1cnc(NC(=O)c2ccc3ncsc3c2)s1,-11.8,2.9
Cc1ccc(/C=C/C(=O)O)cc1S(=O)(=O)Nc1ccc2c(c1)OCO2,6.2,13.0
COc1cccc(NC(=O)CN2C(=O)NC3(CCc4ccccc43)C2=O)c1 (stereo not given),-18.5,6.9
COc1ccc(C(=O)OCC(=O)NC23CC4CC(CC(C4)C2)C3)c(OC)c1OC,4.5,-7.1
CN1CCN(C(CNC(=O)C(=O)Nc2ccc3c(c2)OCO3)c2ccc(F)cc2)CC1 (stereo not given),6.9,2.2
O=C(CCC(=O)OCC(=O)c1ccc(-c2ccccc2)cc1)Nc1cccc2cccnc12,10.0,0.5
COc1cc([N+](=O)[O-])c2nc(C(=O)O)ccc2c1,6.1,-0.7
CCOc1ccc(OCC)c(Nc2cc(C)nc3nc(C)nn23)c1,20.0,-5.1
CC1CC(NC(=O)c2c(O)nc3sccn3c2=O)CC(C)(C)C1 (stereo not given),27.3,-10.2
COc1ccccc1CNC(=O)COC(=O)c1cc(=O)c2ccccc2o1,8.3,-14.0
COC(=O)n1ccc(C(=O)Nc2ccccc2F)n1,18.1,-1.6
COCC(=O)Nc1sc2c(c1C(=O)OC)CCC(C)C2 (stereo not given),-10.5,-0.7
COc1cccc(N2CCN(CC(=O)c3c[nH]c4ccc(OC)cc34)CC2C)c1 (stereo not given),-3.4,-1.6
Cc1cc(C)c(C(=O)COC(=O)c2ccc([N+](=O)[O-])o2)cc1C,13.1,0.1
CCOc1ccc(CNC(=O)c2ccc3c(c2)N(CC)CCS3)cc1,7.7,-0.3
CC(C)CN(C(=O)CN(C)CC(=O)Nc1ccccc1C#N)c1c(N)n(CC(C)C)c(=O)[nH]c1=O,4.9,-2.3
CC1CCN(S(=O)(=O)c2ccc(C(=O)OC(C)C(=O)N(C)C3CCCCC3)cc2)CC1 (stereo not given),-5.3,2.0
COc1ccc(C2NCCO2)cc1OC (stereo not given),-12.8,29.4
CCC(C)[C@H]1CNC(=S)N1CCc1cccc2ccccc12 (stereo not given in full),-6.4,4.7
CC(C)(C)c1ccc(C(=O)NCCC(=O)NNC(=O)COc2ccccc2F)cc1,-0.2,2.9
O=C(N/N=C/c1ccc2c(c1)OCO2)c1cc2ccccc2o1,-3.0,6.1
O=[N+]([O-])c1ccc(N2CCOCC2)cn1,-2.6,-1.7
CCCN(C(=O)CCl)C1=CCCCC1,9.7,4.8
O=C(CCn1cnc2ccccc2c1=O)Nc1ccc(Cl)c(Cl)c1,-9.4,1.1
CC(C)(C)NC(=O)C(c1ccc(F)cc1)N(Cc1ccco1)C(=O)c1csnn1 (stereo not given),8.5,15.7
CC(C)Cn1c(N)c(C(=O)COC(=O)c2ccccc2Cl)c(=O)n(C)c1=O,-11.7,1.3
O=[N+]([O-])c1ccccc1/C=C/C=N/n1c(-c2ccccc2F)n[nH]c1=S,0.9,-4.6
CC(=O)Nc1ccc(S(=O)(=O)N[C@@H](C)C(=O)OCC(=O)NC2CCCC2)cc1,-6.9,3.1
O=CN1CCN(C(C(=O)NC2CCCCC2)c2ccc(Cl)cc2)CC1 (stereo not given),-2.0,-1.1
COc1ccccc1N1CCN(Cc2cc3c(cc2[N+](=O)[O-])OCO3)CC1,2.3,-10.1
Cc1ccc(NC(=S)c2nc3ccccc3[nH]2)cc1,29.3,-25.9
O=c1[nH]c2cc(Cl)c([N+](=O)[O-])nc2[nH]1,10.7,-0.6
N#Cc1cccc(NC(=O)c2cc(C3CCCCN3S(=O)(=O)c3cccc4cccnc34)on2)c1 (stereo not given),5.0,4.0
Cn1nnnc1SCc1cc(=O)[nH]c2ccccc12,-13.4,3.7
CCC(C)Sc1cccc(-c2nc3cc(C)ccn3c2NC2CCCCC2)c1 (stereo not given),28.1,90.3
Cc1ccc(-n2c(C)cc(/C=N/NC(=O)CC3(C)OCCO3)c2C)c(C)c1,13.3,-8.0

# Arranged by SMILES length (falling): 6 of the compounds above.
SMILES,H9c2 TAG inh,H9c2 TAG inh DAPI viability
COc1ccccc1N1CCN(Cc2cc3c(cc2[N+](=O)[O-])OCO3)CC1,2.3,-10.1
O=C(CCn1cnc2ccccc2c1=O)Nc1ccc(Cl)c(Cl)c1,-9.4,1.1
O=c1[nH]c2cc(Cl)c([N+](=O)[O-])nc2[nH]1,10.7,-0.6
Cc1ccc(NC(=S)c2nc3ccccc3[nH]2)cc1,29.3,-25.9
Cn1nnnc1SCc1cc(=O)[nH]c2ccccc12,-13.4,3.7
O=[N+]([O-])c1ccc(N2CCOCC2)cn1,-2.6,-1.7

# Other structures.
SMILES,H9c2 TAG inh,H9c2 TAG inh DAPI viability
COCCNC(=O)CSc1nc2c(n1-c1ccccc1)CCCC2,6.2,0.8
O=C(CN1C(=O)c2ccccc2C1=O)OCCOCCN=C1NS(=O)(=O)c2ccccc21,0.2,3.4
Cc1nn(-c2ccc(C(=O)NCC(c3ccco3)N3CCCC3)cc2)c(C)c1Cl (stereo not given),-19.5,0.9
COc1ccc(NC(=O)Cn2cnc3c(oc4nc5c(cc43)COC(C)(C)C5)c2=O)cc1,2.1,-3.0
Cc1ccccc1S(=O)(=O)NC(=O)C1(C)CCN1C(=O)C1(c2ccccc2)CC1 (stereo not given),-8.0,5.0
C[N+](C)(C)CCCCCC(=O)/C=N/O,-5.9,3.5
Cc1c(C(=O)O)sc(S(=O)(=O)N2CCN(C(=O)CCc3ccccc3)CC2)c1C(=O)O,5.7,4.0
O=C(CSc1nnc(-c2ccc(S(=O)(=O)N3CCCC3)cc2)n1CC1CCCO1)NC1CC1 (stereo not given),7.9,-2.4
CC(=O)Oc1cccc(N2C(=O)c3ccc(C(=O)Nc4cccnc4)cc3C2=O)c1,12.4,-1.4
CC(C)(C)OC(=O)C[C@@H]1C/C=C\C[C@@H](CC(=O)N(CCO)Cc2ccccc2)C(=O)N[C@H](Cc2ccccc2)COC1=O,9.9,-3.8
O=C(c1ccc2ccccc2n1)N1CCN(S(=O)(=O)c2ccc(Cl)cc2)CC1,-20.2,7.4
COc1ccc2nc(NC(=O)C(NS(=O)(=O)c3cccc4nsnc34)C(C)C)sc2c1 (stereo not given),8.5,-0.3
O=C1CC(C(=O)Nc2ccc(Cl)c(Cl)c2)S/C(=N\N=C\c2ccco2)N1 (stereo not given),-1.0,3.5
O=C(COC(=O)CC1CC2CCC1C2)Nc1ccc(Cl)c(S(=O)(=O)N2CCOCC2)c1 (stereo not given),-2.5,2.3
O=Cc1cccn1-c1ncc(Br)cn1,-9.9,12.2

# Exported as tab-separated lines: part of the list above.
Compound	H9c2 TAG inh	H9c2 TAG inh DAPI viability
O=C(CCC(=O)OCC(=O)c1ccc(-c2ccccc2)cc1)Nc1cccc2cccnc12	10.0	0.5
COc1cc([N+](=O)[O-])c2nc(C(=O)O)ccc2c1	6.1	-0.7

# Other records
SMILES,H9c2 TAG inh,H9c2 TAG inh DAPI viability
CCn1c(=O)c(C(=O)CN2CCOCC2)c(N)n(Cc2ccccc2)c1=O,4.3,13.5
CCOc1ccccc1NC(=O)Cn1c(=O)n(-c2ccc(OC)cc2OC)c(=O)c2c(C)c(C(=O)N(CC)CC)sc21,-2.6,0.1
Nc1ccc(C(=O)NN2C(=O)[C@H](Cl)C2c2ccc(Cl)cc2)cc1 (stereo not given in full),13.4,-18.0
COc1ccccc1C1CCN(C(=O)c2cccs2)CC1,-7.2,0.7
COC(=O)CSc1nn(-c2ccc(F)cc2)c(=S)s1,3.7,1.6
CCN1CC(O)=C(c2nc3ccccc3s2)C1=N,21.3,-23.4
COc1cccc(-c2cnc(NCc3cc(Cl)ccc3O)n2C)c1,-94.2,27.9
CN1c2ccsc2C(O)=C(C(=O)Nc2ccccc2)S1(=O)=O,-9.6,11.1
Cc1cccc(Nc2ncnc3ccccc23)c1,-24.1,7.9
N#CCc1ccc(Oc2ncc(C(F)(F)F)cc2Cl)cc1,3.7,-4.9
Cc1cc(C)c(NS(=O)(=O)c2ccccc2)c(C)c1,-12.0,2.2
O=C(/C=C/c1ccc(Cl)cc1)N1CCN(c2ccc(Cl)cc2[N+](=O)[O-])CC1,-11.5,13.3
COc1ccccc1N1CCN(S(=O)(=O)CCNC(=O)CCc2ccccc2)CC1,0.3,-1.7
COc1ccc(/C=N/NS(=O)(=O)c2ccccc2)cc1OS(=O)(=O)c1ccc(C)cc1,-36.8,6.1
COC(=O)Cc1c(C)c2c(O)cc(C)cc2oc1=O,6.8,-8.2
Cn1c(-c2ccc(Br)cc2)cnc1NCc1cccnc1,8.4,7.5
Oc1ccc(/C=N/Nc2ncnc3nc[nH]c23)cc1,-9.6,12.1
COc1ccc(-c2csc(NC(=O)CSc3nc(C)nc4sc(C(=O)O)c(C)c34)n2)cc1,39.0,-9.4
CCOC(=O)c1cc(-c2ccncc2)nc2c1c(C)nn2C,9.0,9.0
CCC1SC2=NC(C)=C(C(=O)OC)C(c3cccs3)N2C1=O (stereo not given),-8.8,4.1
CC(C)Cn1c(N)c(C(=O)COC(=O)C2CC(=O)N(c3ccc4c(c3)OCCO4)C2)c(=O)n(C)c1=O (stereo not given),5.1,4.3
CCOc1ccc(CC(=O)NNC(=S)NCCc2ccccc2)cc1,6.6,-0.9
Cc1ccc(NC(=S)NC(=O)c2ccc(Br)o2)c(C)c1,1.3,3.7
CCN(CC)C(=O)C(=O)N/N=C/c1ccc(F)cc1,8.1,-6.2
CC(C)CCN1CCN(Cc2coc3ccccc3c2=O)CC1CCO (stereo not given),2.1,-8.3
COc1ccc(N2CCN(C(=O)c3ccccc3NS(=O)(=O)c3ccc(C)cc3)CC2)cc1,-8.2,3.1
Cc1ccc(-c2cc(-c3ccco3)c3c(N)c(C(=O)NN)oc3n2)cc1,2.7,19.1
C=CCc1cc(OC)ccc1OCCN1CC(C)OC(C)C1 (stereo not given),1.5,4.2
